High-throughput results from PubChem.
CRE Fsk mod: Cell signaling CRE-BLA (Fsk stim); CHO CRE-bla reporter (cAMP response element driving beta-lactamase), forskolin EC10, beta-lactamase ratio; Potency, µM (highest dose often 38.2 µM), for inactives: top-dose activity change, negative = inhibition, hits mostly activators; 71,000 compounds, 2.5% hits; AID 662, 2007; active = well fitted activation curve with a large enough effect in the signal ratio, with a control signal flat, not every such curve was filed as active; inconclusive = small, poorly fitted or top-dose-only effect, or effect the other way, or a change in a side signal; the % refers to the signal ratio; also: potency is read from the fitted curve at half-maximal effect; % of control where 0% means no effect
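Modulation of forskolin-driven signalling is measured in CHO cells carrying a CRE-controlled beta-lactamase reporter. Cells are stimulated with EC10 NKH 477 in the presence of titrated compound for 3 h at 37 °C, then loaded with CCF4 for 2 h at room temperature.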
Caspase-1 inhib: qHTS Assay for Allosteric/Competitive Inhibitors of Caspase-1; Potency, µM (top dose mostly 57.5 µM), for inactives: at the highest dose activity change, negative = inhibition, most hits filed as inhibitors; AID 900, 2007; Caspase-1 enzyme, Ac-WEHD-AFC fluorogenic rate; 75,000 compounds, 0.03% hits; P29466;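 also: potency is read from the fitted curve at half-maximal effect; plate controls were vehicle for no effect and no substrate for full effect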
BRCT PPI red: qHTS Assay for Inhibitors of BRCT-Phosphoprotein Interaction (Red Fluorophore). 75,000 compounds, 0.03% hits. Potency, µM (doses to about 76.9 µM), for the others: at the highest dose activity change, negative = inhibition, hits mostly inhibitors. AID 892, 2007. BRCT-phosphopeptide binding, red fluorescence polarization. Breast cancer type 1 susceptibility protein (Homo sapiens), P38398; also: % is scaled to controls: 0 for no effect and ±100 for the full control effect
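Fluorescence polarization: 100 nM His-tagged BRCA1 BRCT with 100 nM TAMRA-labelled phospho-BACH1 decapeptide, phosphate buffer pH 7.3 with 150 mM NaCl, DTT, 0.01% Tween 20; 12 min RT. Binding inhibition seen as FP decrease.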
Luciferase inh: qHTS Assay for Inhibitors of Firefly Luciferase | purified firefly luciferase, luminescence, 8 min | 72,000 compounds, 2.2% hits | Potency, µM (top dose mostly 57.1 µM), for the others: top-dose activity change, negative = inhibition, actives largely listed as inhibitors | Luciferin 4-monooxygenase (Photinus pyralis), P08659; also: potency is read from the fitted curve at half-maximal effect; % is scaled to controls: 0 for no effect and ±100 for the full control effect; nearly all actives have a fitted effect of over 40% in size
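Substrate buffer containing 10 uM ATP (pH 7.2 imidazole, Mg2+, KCl, detergent, BSA) is dispensed, compound pinned in, then luciferase/luciferin detector mix added. After 8 min at ambient temperature, light output is measured.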
USP2a inh: qHTS Assay for Inhibitors of Ubiquitin-specific Protease USP2a. 60,000 compounds, 0.1% hits. Ubiquitin carboxyl-terminal hydrolase 2 (Homo sapiens), O75604. USP2a enzymatic assay, qHTS inhibition. Potency, µM (series often up to 38.3 µM), inactives show at the top dose activity change, negative = inhibition, hits mostly inhibitors. AID 927, 2007;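 also: potency is read from the fitted curve at half-maximal effect; nearly all actives have a fitted effect of over 60% in size; plate controls were DMSO for no effect and NEM full inhibition control for full effect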
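USP2 core (20nM final) preincubated 30 min RT with compound, then Ub-PLA2 20nM and NBD C6-HPC 20uM final added; buffer 20mM Tris-HCl pH 8.0, 2mM CaCl2. Fluorescence Ex 460/Em 535 read at 0 and 2.5 h; normalized to NEM.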
Tau fil binding: qHTS Assay for Tau Filament Binding. recombinant tau filaments, thioflavin S fluorescence, 15 h; filaments grown with octadecylsulfate alongside compound. Microtubule-associated protein tau (Homo sapiens), P10636. Potency, µM (series often up to 57.1 µM), for the others: top-dose activity change, negative = inhibition. AID 596, 2007. 71,000 compounds, 2% hits;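 also: potency is read from the fitted curve at half-maximal effect; % is scaled to controls: 0 for no effect and ±100 for the full control effect; actives lower thioflavin S fluorescence by blocking filaments or displacing dye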
Target sequence (P10636 whole entry, looked up): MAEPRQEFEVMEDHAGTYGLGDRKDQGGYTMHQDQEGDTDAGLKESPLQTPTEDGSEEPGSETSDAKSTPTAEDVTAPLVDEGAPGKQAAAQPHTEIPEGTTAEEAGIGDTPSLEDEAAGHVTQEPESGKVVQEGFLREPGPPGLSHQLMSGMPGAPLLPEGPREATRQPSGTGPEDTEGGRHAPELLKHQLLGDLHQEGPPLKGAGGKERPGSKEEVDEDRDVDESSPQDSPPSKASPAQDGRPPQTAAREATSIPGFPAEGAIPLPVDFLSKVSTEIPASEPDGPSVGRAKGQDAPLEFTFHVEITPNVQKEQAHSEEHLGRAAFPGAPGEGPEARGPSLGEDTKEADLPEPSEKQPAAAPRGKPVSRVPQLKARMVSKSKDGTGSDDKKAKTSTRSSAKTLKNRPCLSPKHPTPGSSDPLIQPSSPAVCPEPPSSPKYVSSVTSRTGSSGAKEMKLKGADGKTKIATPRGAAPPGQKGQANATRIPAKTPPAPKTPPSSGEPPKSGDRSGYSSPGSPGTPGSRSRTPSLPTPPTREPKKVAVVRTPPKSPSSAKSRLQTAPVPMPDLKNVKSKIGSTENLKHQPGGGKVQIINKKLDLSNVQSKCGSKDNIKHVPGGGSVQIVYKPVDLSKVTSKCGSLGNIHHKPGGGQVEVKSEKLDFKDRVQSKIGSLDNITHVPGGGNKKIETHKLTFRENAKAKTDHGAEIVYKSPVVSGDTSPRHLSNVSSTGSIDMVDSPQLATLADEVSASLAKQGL
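Tau 2 uM in ThS buffer dispensed; compound added; 60 uM ODS added (finals 1 uM tau, 30 uM ODS); 15 h 37 C; fluor ex450/em510.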
ERK AVP inh: qHTS Assay for Inhibitors of the ERK Signaling Pathway using a Homogeneous Screening Assay. 72,000 compounds, 0.99% hits. AID 995, 2007. HEK293-V1b, vasopressin-stimulated pERK AlphaScreen. Potency, µM (highest dose often 57.5 µM), without a hit: at the top dose activity, negative = inhibition, actives largely listed as inhibitors; also: potency is read from the fitted curve at half-maximal effect; % is scaled to controls: 0 for no effect and ±100 for the full control effect; nearly all actives have a fitted effect of over 55% in size
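Phosphorylated ERK1/2 detected via AlphaScreen bead proximity in lysates of V1b-expressing HEK293 cells given 25 nM vasopressin for 5 min after 30 min compound exposure (37 °C). AC50 from Hill equation; basal DMSO 0%, vasopressin 100%.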
A350 fluor: qHTS Assay for Spectroscopic Profiling in A350 Spectral Region | max dye-equivalent concentration, M | 59,000 compounds, 11% hits | Compound autofluorescence, 340/450 nm, Alexa 350 dye-equivalents; active compounds read high; in the data active = max dye-equivalent concentration above about 10 nM; inconclusive = mostly about 1.1 nM to 9.6 nM
HEK293 cAMP cs: qHTS Assay for Agonists of the Thyroid Stimulating Hormone Receptor: Activators of Intracellular cAMP Concentrations in Parental HEK 293; 73,000 compounds, 2.5% hits; parental HEK293 CNG cAMP sensor, membrane potential fluorescence; Potency, µM (highest dose often 57.1 µM), for inactives: at the highest dose activation, hits mostly activators; also: potency is read from the fitted curve at half-maximal effect; % of control where 0% means no effect; nearly all actives have a fitted effect of over 55% in size
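Parental HEK 293 cells stably expressing a cAMP-gated CNG channel were loaded with membrane potential dye containing 100 uM RO 20-1724 for 60 min. Compound added for 30 min; depolarization read as fluorescence intensity at 590 nm.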
BRCT PPI green: qHTS Assay for Inhibitors of BRCT-Phosphoprotein Interaction (Green Fluorophore); AID 875, 2007; BRCA1 BRCT-phosphopeptide binding, green fluorescence polarization; Potency, µM (doses to about 76.9 µM), without a hit: top-dose activity change, negative = inhibition, actives largely listed as inhibitors; 75,000 compounds, 0.05% hits; Breast cancer type 1 susceptibility protein (Homo sapiens), P38398;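 also: potency is read from the fitted curve at half-maximal effect; plate controls were peptide without protein for full effect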
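Fluorescence polarization: His-tagged BRCT (~35 kDa BRCA1 C-terminus, 250 nM) bound to 100 nM fluorescein-labeled phosphorylated 10-aa BACH1 peptide, pH 7.3 phosphate buffer with DTT and Tween 20. Compounds incubated 12 min at room temperature; inhibition read as lowered polarization.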
Caspase-7 inhib: qHTS Assay for Allosteric/Competitive Inhibitors of Caspase-7. P55210. recombinant caspase-7, Ac-DEVD-AFC fluorescence rate. Potency, µM (series often up to 57.5 µM), without a hit: at the highest dose activity change, negative = inhibition, usual class: inhibitors. 75,000 compounds, 0.02% hits. AID 889, 2007; active = well fitted inhibition curve with a large enough effect in the main read-out, with a control signal flat, not every such curve was filed as active; inconclusive = small, poorly fitted or top-dose-only effect, or a change in a side signal; also: potency is read from the fitted curve at half-maximal effect; % of control where 0% means no effect
Target sequence (P55210 24-198 limits assumed): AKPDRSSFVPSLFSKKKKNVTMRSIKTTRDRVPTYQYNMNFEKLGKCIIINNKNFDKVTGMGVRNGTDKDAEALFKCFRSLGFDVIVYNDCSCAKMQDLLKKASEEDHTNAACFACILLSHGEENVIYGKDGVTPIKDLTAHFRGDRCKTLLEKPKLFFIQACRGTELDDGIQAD
Target sequence (P55210 207-303 limits assumed): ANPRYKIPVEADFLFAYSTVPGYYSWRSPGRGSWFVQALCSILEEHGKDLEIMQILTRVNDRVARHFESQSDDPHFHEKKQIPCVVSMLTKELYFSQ
Active calls of the source: *; i = inactive; ? = inconclusive; . = no result given; & = joins results of further samples; ! = not confirmed by another sample; [ ] = remark or other dose. Unless noted, calls follow the shape of the dose curve; as a rule, active = well fitted curve in the direction sought with a large enough effect; inconclusive = small, poorly fitted or top-dose-only effect, or another doubt; inactive = no such curve, though single readings can be large; an effect the other way counts as inactive or inconclusive. Only part of the results is shown (hit frequency here may not be typical).

SMILES | CRE Fsk mod | Caspase-1 inhib | BRCT PPI red | Luciferase inh | USP2a inh | Tau fil binding | ERK AVP inh | A350 fluor | HEK293 cAMP cs | BRCT PPI green | Caspase-7 inhib
C=CCn1c(O)c(C(CC)=NCc2cc(OC)cc(OC)c2)c(=O)[nH]c1=O | 10µM* | -1% | -0.6% | -1% | 11% | 9% | ? | i | ? | 3.0% | -2%
COc1ccc(OC)c(-n2c(O)c(C=NCc3ccc4c(c3)OCO4)c(=O)[nH]c2=O)c1 | ? | -2% | -0.8% | 2% | 21% | 22% | -16% | ? | -7% | 0.4% | 0%
O=C1NC(=O)C2(Cc3ccccc3N3CCCC32)C(=O)N1Cc1ccccc1 (stereo not drawn) | -15% | ? | 0.5% | 4% | 44%[activator] | 0% | 0% | ? | -8% | 0.1% | ?
CN1[C@@H]2CC[C@H]1CC(O[C@@H](c1ccccc1)c1ccc(Cl)cc1)C2 (stereo partly drawn) | ? | -1%&0% | -0.1%&0.6% | 0%&1% | 8% | ? | 13%&19% | i | 40µM* | 5.5%&-1.5% | -2%&1%
CCCCCC1C(=O)O[C@H](C)[C@@H](NC(=O)c2cccc(NC=O)c2O)C(=O)OC(C)C1OC(=O)CC(C)C (stereo partly drawn) | . | -7% | -3.2% | . | 3% | . | ? | . | . | 1.8% | -3%
NCCCP(=O)(O)CCc1ccccc1 | ? | 1% | 0.4% | 1% | 1% | 4% | 0% | i | 5% | -2.4% | 0%
N#C/C=C/C#N | ? | 1% | 0.9% | . | . | 14% | -1% | . | 26% | -1.5% | -1%
Cc1ccc(CN2CCN(C)CC2)c(C)c1 | ? | 0% | -1.1% | 0% | -3%[7.66 µM] | 3%[11.4 µM] | 14% | . | 4%[11.4 µM] | -1.1% | -2%
Cc1ccc2c(c1)C1CN(C)CCC1N2C(=O)Nc1ccc(Cl)cc1 (stereo not drawn) | -12% | 3% | -0.4% | -4% | 11% | 16% | -3% | i | ? | -0.6% | 0%
CCNC[C@H](O)c1cccc(O)c1 | -4%[17.1 µM] | -1%[25.7 µM] | -0.7%[34.4 µM] | 2%[25.5 µM] | -11%[17.1 µM] | 4%[25.6 µM] | -3%[25.7 µM] | ? | 0%[25.6 µM] | 0.9%[34.4 µM] | 2%[25.7 µM]
CC(=O)OC1CC[C@@]2(C)C3CC[C@]4(C)C(=O)CCC4C3CC[C@H]2C1 (stereo partly drawn) | . | -2% | -1.5% | . | -22% | . | ? | . | . | 0.2%[3.08 µM] | -6%
NC(=NCCC[C@H](N)C(=O)O)N[N+](=O)[O-] | 1% | 3% | 0.9% | 0% | 0% | ? | 17% | . | 4% | -3.9% | 3%
CN1CCN(c2c[nH]c(=O)[nH]c2=O)CC1 | 2% | -10% | 0.2% | -6% | -13% | -21% | 10% | i | 5% | -0.1% | -20%
O=[N+]([O-])c1cc(C(F)(F)F)cc([N+](=O)[O-])c1Cl | -9% | 2% | -0.1% | . | . | 35% | -7% | . | ? | -0.8% | -2%
CN[C@H]1[C@H]2[C@H]3CCN2C[C@@H]1O3 | -10% | . | . | 1%[11.4 µM] | . | ? | . | i | 0% | . | .
c1ccc2sc(C3(N4CCCCC4)CCCCC3)cc2c1 | ? | 2%&-1% | -3.6%&-3.4% | -1%&-1% | -9% | ? | -17%&-15% | i | ? | 0.9%&1.4% | 1%&0%
CC(c1ccccc1F)n1cc(C(=O)Nc2ccc3nc[nH]c3c2)nn1 (stereo not drawn) | 3% | 1% | 0.8% | -4% | 8% | 0% | 15% | i | 21% | 0.4% | 1%
C=CCn1c(O)c(C(CC)=Nc2cc(OC)ccc2OC)c(=O)[nH]c1=O | ? | -3% | -0.2% | 4% | 8% | -20% | -5% | i | 9% | -1.5% | -1%
O=C1OC(=O)c2c(Br)c(Br)c(Br)c(Br)c21 | -2% | 0% | -0.1% | . | . | -6% | 7% | . | ? | 0.4% | 0%
CCC(=O)Nc1ccc(Cl)c(Cl)c1 | . | 1% | -0.7% | . | -7% | . | -4% | . | . | -2.0% | 0%
CCCCCC[C@H]1C(=O)O[C@H](C)[C@H](NC(=O)c2cccc(NC=O)c2O)C(=O)O[C@@H](C)[C@@H]1OC(=O)CC(C)C | . | -5% | -0.2% | . | . | . | ? | . | . | -3.9% | -8%
c1ccc(NNc2ccccc2)cc1 | -3% | -1% | 0.4% | . | . | 2% | -36% | . | 24% | -0.8% | -1%
CC(C)CC12CN3CCN(CC(C3)/C1=N/O)C2 | ? | -1% | 1.0% | 2% | -2%[7.66 µM] | 0%[11.4 µM] | 5% | . | 5%[11.4 µM] | 0.4% | 0%
Cc1noc(C(=O)Nc2sc3c(c2C#N)CCC3)c1Cl | 0% | ? | -1.4% | -18% | . | 0% | -8% | . | -3% | -0.2% | -13%
O=C1CN(C(=O)CN2CCCCC2)C(c2ccccc2)c2cc(Br)ccc2N1 (stereo not drawn) | ? | -2% | -0.1% | ? | -4% | -2% | ? | i | 7% | -2.2% | -2%
CCN(CC)CCNC(=O)c1nn(-c2ccc(C)cc2)c(=O)c2c1c1ccccc1n2C | 0% | -1% | -1.5% | -1% | 8% | 16% | ? | ? | -17% | 0.1% | -1%
COc1ccc(C(CC(=O)N2CCC3(CC2)OCCO3)NS(=O)(=O)c2ccc(F)cc2)cc1 (stereo not drawn) | -3% | 4% | -1.5% | -1% | 2% | -2% | 11% | i | 7% | -0.1% | 1%
c1coc(CNc2ncnc3nc[nH]c23)c1 | -14% | 2% | 1.0% | 3% | -11% | 8% | -13% | i | 5µM*! | -0.5% | 2%
CN(C)Cc1c[nH]c2ccccc12 | -20% | 1% | 2.6% | -1%[11.4 µM] | 8%[17.1 µM] | ? | 16% | ? | -1% | 3.1% | 2%
O=C(c1cccs1)N1C2CCC1CC(O)(c1cccnc1)C2 (stereo not drawn) | 3% | 1% | -0.9% | 2% | -6% | -8% | 29% | i | 8% | 1.3% | -1%
O=[N+]([O-])O[C@H]1CO[C@H]2[C@H]1OC[C@@H]2O[N+](=O)[O-] | 1%[17.1 µM] | -1%[25.7 µM] | 0.3%[34.4 µM] | 5%[25.5 µM] | 4%[17.1 µM] | -12%[25.6 µM] | 0%[25.7 µM] | 3.1e-08M* | 3%[25.6 µM] | -2.6%[34.4 µM] | -2%[25.7 µM]
OCC(CBr)(CBr)CBr | -15% | -4% | -1.2% | . | . | 5% | 7% | . | 5% | -1.0% | -2%
CCC(=NCC1CCCO1)c1c(O)n(Cc2ccccc2)c(=O)[nH]c1=O (stereo not drawn) | ? | -1% | -0.5% | 3% | 8% | 0% | -22% | i | 4% | -0.2% | 0%
c1cnc(N2CCC3(CCNCC3)CC2)nc1 | -3% | -3% | 0.4% | 1%[11.4 µM] | 27% | 2% | -2% | 2.2e-08M* | ? | -1.7% | -1%
CN(C)CCCc1cccnc1 | 4%[7.6 µM] | 2%[11.5 µM] | 1.1%[15.4 µM] | -1%[11.4 µM] | . | -1%[11.4 µM] | -5%[11.5 µM] | i | 0%[11.4 µM] | -1.9%[15.4 µM] | -3%[11.5 µM]
O=C(C1CC(=O)N(c2ccc(F)c(Cl)c2)C1)N1CCC2(CC1)OCCO2 (stereo not drawn) | 0% | 2% | 0.6% | 1% | 5% | 6% | 15% | i | 2% | -1.6% | 0%
Cc1nc(-c2ccc(-c3ccc(C(=O)N4CCc5cc6c(cc54)C4(CCN(C)CC4)CO6)cc3)c(C)c2)no1 | ? | 2%&-4% | -4.9%&2.3% | -21%&0% | 23% | 288%&141% | ? | i | ? | 2.8%&-4.0% | -5%&-4%
